Assay outcomes from PubChem.
NCI-60 one-dose screen, 48 h, at 10 µM unless noted. Numbers give growth in % (100 = growth as untreated, 0 = no growth, -100 = all killed).
SN12C: SN12C renal cancer cells; 81,000 compounds, 3.8% hits; AID 1794767
OVCAR-5: OVCAR-5 ovarian cancer; 82,000 compounds, 2.9% hits; AID 1794783
OVCAR-4: OVCAR-4 ovarian cancer cells | 80,000 compounds, 3.7% hits | AID 1794784
UO-31: UO-31 renal cancer. 81,000 compounds, 5.2% hits. AID 1794768
SK-OV-3: SK-OV-3 ovarian cancer cells; 80,000 compounds, 3.2% hits; AID 1794785
TK-10: TK-10 renal cancer cells. 81,000 compounds, 3.9% hits
IGROV1: IGROV1 ovarian cancer; 79,000 compounds, 4.7% hits
786-0: 786-0 renal cancer cells | 81,000 compounds, 5.1% hits
The depositor's hits bear a star; / = not tested or not shown; [ ] = dose if it differs, or a comment. Rule for the calls: active = growth percent below 10; inactive = the rest. An unsorted share of the library; overall some 8.7% were active at least once.

no. | compound | SN12C | OVCAR-5 | OVCAR-4 | UO-31
1 | O=C(NCc1ccccc1)/C(=C\c1ccccc1)CC(=O)c1ccc(Cl)c(Cl)c1 | 94[5.5 µM] | 101[5.5 µM] | 104[5.5 µM] | 69[5.5 µM]
2 | BrCCOc1ccccc1 | 111 | 98 | 110 | 96
3 | CC(=O)CC(=O)Nc1ccc(-c2ccc(NC(=O)CC(C)=O)c(C)c2)cc1C | 99 | 115 | 105 | 90
4 | COc1cc(-c2nnc(-c3nc(-c4cc(OC)c(OC)c(OC)c4)n4ccccc34)o2)ccc1N | 50 | 106 | 77 | 39
5 | CCC1OC(=O)[C@H](C)C(=O)[C@H](C)[C@@H](OC2O[C@H](C)C[C@H](N(C)C)[C@H]2O)[C@](C)(OC)C[C@@H](C)C(=O)[C@H](C)[C@H]2N(CCCCn3cnc(-c4cccnc4)c3)C(=O)O[C@@]12C (stereo not given in full) | 100 | 106 | 96 | 85
6 | CCNC(=S)NNC=O | 94 | 102 | 103 | 95
7 | CC1(C)CC[C@]2(C(=O)O)CC[C@]3(C)C(=CC[C@@H]4[C@@]5(C)C[C@@H](Cc6cn([C@@H]7O[C@H](CO)[C@@H](O)[C@H](O)[C@H]7O)nn6)[C@H](O)C(C)(C)[C@@H]5CC[C@]43C)[C@@H]2C1 | 100 | 102 | 97 | 96
8 | CC(C)c1ccc2occ(C=C3C(=O)N(C)C(=O)N(C)C3=O)c(=O)c2c1 | 112 | 104 | 100 | 86
9 | O=C(C(c1ccccc1)C(O)c1ccccc1)N1CCOCC1 (stereo not given) | 103 | 102 | 109 | 79
10 | O=C(CN1C(=O)c2ccccc2C1=O)Nc1ccccc1 | 109 | 104 | 108 | 96

no. | SK-OV-3 | TK-10 | IGROV1 | 786-0
1 | 94[5.5 µM] | 154[5.5 µM] | 89[5.5 µM] | 96[5.5 µM]
2 | 110 | 103 | 103 | 113
3 | 92 | 94 | 112 | 100
4 | 96 | / | 56 | 69
5 | 104 | 113 | 110 | 93
6 | 110 | 103 | 111 | 99
7 | 89 | 94 | 108 | 96
8 | 103 | 99 | 110 | 115
9 | 92 | 102 | 128 | 97
10 | 103 | 108 | 117 | 104

More compounds.
no. | compound | SN12C | OVCAR-5 | OVCAR-4 | UO-31
11 | COc1ccc2nc(-c3cc(-c4cc(OC)c(OC)c(OC)c4)n[nH]3)[nH]c2c1 | 21 | 59 | -22* | -1.8*
12 | Nc1ncnc2[nH]c(=S)[nH]c12 | 102 | 107 | 110 | /
13 | CCn1c2ccc(/C=N/N(C)S(=O)(=O)CCN(C)C)cc2c2cc(/C=N/N(C)S(=O)(=O)CCN(C)C)ccc21 | 33 | 83 | 69 | 47
14 | COCCn1cc(-c2csc(-c3c[nH]c4ccc(F)cc34)n2)c2cccnc21 | 67 | 61 | 38 | 38
15 | Cc1ccc(Sc2ccc3[nH]c(=O)nc(N)c3c2)cc1 | 101 | 110 | 104 | 97
16 | Nc1nc(-c2ccccc2)cc(-c2cc3ccccc3nc2Cl)n1 | 83 | 98 | 96 | /
17 | CCN(C(=O)CN1CCN(c2cc3c(cc2F)c(=O)c(C(=O)O)cn3C2CC2)CC1)c1nc(-c2ccc(C)cc2)cs1 | 102 | 93 | 95 | 97
18 | Oc1cccc(/C=N/Nc2ccc3nnc(-c4ccccc4)n3n2)c1 | 69 | 96 | 73 | 31
19 | CCOC(=O)c1csc2ncc(-c3ccc(Br)cc3)n12 | 98 | 107 | 102 | 74
20 | NS(=O)(=O)c1ccc(Nc2ccnc(SCC(=O)c3ccc(-c4ccccc4)cc3)n2)cc1 | 97 | 110 | 100 | 93

no. | SK-OV-3 | TK-10 | IGROV1 | 786-0
11 | 34 | 32 | 19 | 60
12 | 111 | 102 | / | 105
13 | 106 | 142 | 2.7* | 50
14 | 50 | 33 | 42 | 40
15 | 107 | 102 | 106 | 104
16 | 99 | 111 | 98 | 90
17 | 107 | 100 | 102 | 102
18 | 91 | 52 | 81 | 46
19 | 92 | 117 | 66 | 95
20 | 106 | 104 | 102 | 110

The results go on.
no. | compound | SN12C | OVCAR-5 | OVCAR-4 | UO-31
21 | CC(C)(C)OC(=O)N1C/C(=C\c2ccccc2)C(=O)/C(=C/c2ccccc2)C1 | 93 | 86 | 98 | 72
22 | Cc1ccc(NC(=O)n2ncc3cc(Nc4ncnc5ccccc45)ccc32)cc1Cl | 111 | 97 | 96 | 89
23 | Cn1cc(/C=C/C(=O)/C=C(/C=C/c2cn(C)c3ccccc23)OB(F)F)c2ccccc21 | 99 | 102 | 89 | 90
24 | OCCSc1ncnc2nc[nH]c12 | 107 | 110 | 107 | 97
25 | CC(=O)C[N+](C)(C)C | 109 | 107 | 113 | 76
26 | C[C@H]1CN(C(=O)c2ccc3c(NNC(=O)c4ccncn4)nc4cc(F)c(F)cc4n23)CCN1 | 24 | 50 | 35 | 14
27 | COC(=O)[C@@H](NC(=O)Cn1cc(CNC(=O)OC(C)(C)C)nn1)C(C)C | 98 | / | 107 | 92
28 | OCCN(CCO)CCN1c2ccccc2Sc2ccccc21 | 99 | 102 | 96 | 98
29 | COc1ccc(Nc2n[nH]c(-c3cccs3)c2C#N)cc1 | 94 | 101 | 94 | 82
30 | NCCCNc1nc2ccccc2c2c(=O)c3cc(Cl)ccc3sc12 | -66* | -11* | 33 | -72*

no. | SK-OV-3 | TK-10 | IGROV1 | 786-0
21 | 95 | 102 | 96 | 82
22 | 109 | 73 | 98 | 78
23 | 104 | 99 | 103 | 94
24 | 104 | 114 | 119 | 110
25 | 111 | 95 | 100 | 99
26 | 44 | 37 | 33 | -14*
27 | 108 | 102 | 109 | 101
28 | 103 | 117 | 95 | 102
29 | 97 | 123 | 86 | 86
30 | 78 | 24 | -1.5* | 2.8*

(list continues)
no. | compound | SN12C | OVCAR-5 | OVCAR-4 | UO-31
31 | COc1cccc(NC(=O)NCCNc2nccc(-c3c(-c4ccc(F)cc4)nc4sccn34)n2)c1 | 73 | 87 | 96 | 52
32 | CC(=O)NCCN1c2nc3ccccc3cc2Sc2cc3ccccc3nc21 | 92 | 106 | 87 | 19
33 | CN(C)n1cc(C#N)c(=O)[nH]c1=O | 108 | 86 | / | 99
34 | CC(C)S(=O)(=O)c1ccccc1NC(=O)c1cc(-c2ccc(F)cc2F)ccc1O | 100 | 101 | 94 | 83
35 | C=C1CC[C@@H]2[C@](C)(COC(C)=O)[C@H](OC(C)=O)CC[C@@]2(C)[C@@H]1CC(Nc1ccc(S(=O)(=O)Nc2nccc(C)n2)cc1)C1=CCOC1=O (stereo not given in full) | 25 | 27 | 32 | 33
36 | O=C(Nc1ccccc1Cl)c1ccc(NC2=C(Cl)C(=O)N(C3CCCCC3)C2=O)cc1 | 98[30 µM] | 109[30 µM] | 69[30 µM] | 76[30 µM]
37 | Cc1ncc(CC(=O)O)c2c1OC(C)(C)OC2 | 101 | 114 | 105 | 85
38 | COc1ccc(OC)c(-c2[nH]c3ncc(-c4ccc(Cl)cc4)n3c(=O)c2C#N)c1 | 96 | 99 | 110 | 81
39 | N#Cc1c(NC(=O)c2ccc(C(F)(F)F)cc2)sc2c1CCC(=O)C2 | -32* | -81* | -25* | -100*
40 | COc1ccc(C2CC(c3ccccc3)=Nc3ccccc3S2)cc1 (stereo not given) | 103 | 116 | 97 | 57

no. | SK-OV-3 | TK-10 | IGROV1 | 786-0
31 | 78 | 76 | 61 | 63
32 | 114 | 173 | / | 100
33 | 108 | 103 | 116 | 108
34 | 104 | 104 | 91 | 94
35 | 101 | 83 | 26 | 33
36 | 109[30 µM] | 88[30 µM] | 78[30 µM] | 70[30 µM]
37 | 94 | 125 | 102 | 102
38 | 97 | 111 | 110 | 100
39 | -54* | -54* | -79* | -8.9*
40 | 95 | 113 | 92 | 98

Whole records as entered above:
Profile of O=C(Nc1ccccc1Cl)c1ccc(NC2=C(Cl)C(=O)N(C3CCCCC3)C2=O)cc1 → SN12C = 98[30 µM]; OVCAR-5 = 109[30 µM]; OVCAR-4 = 69[30 µM]; UO-31 = 76[30 µM]; SK-OV-3 = 109[30 µM]; TK-10 = 88[30 µM]; IGROV1 = 78[30 µM]; 786-0 = 70[30 µM]
Profile of COc1ccc(OC)c(-c2[nH]c3ncc(-c4ccc(Cl)cc4)n3c(=O)c2C#N)c1 → SN12C = 96; OVCAR-5 = 99; OVCAR-4 = 110; UO-31 = 81; SK-OV-3 = 97; TK-10 = 111; IGROV1 = 110; 786-0 = 100

(more compounds)
no. | compound | SN12C | OVCAR-5 | OVCAR-4 | UO-31
41 | CC(/C=C/C(=O)c1c(O)c(-c2ccc(O)cc2)c[nH]c1=O)=C\[C@H](C)[C@H](C)O | 95 | 139 | / | 80
42 | N=C(N)/N=C(\CCc1nc2ccccc2[nH]1)c1nc2ccccc2[nH]1 | 86 | 90 | 107 | 68
43 | Cc1ccc2oc(=O)cc(-c3nnc(N)o3)c2c1 | 94 | 103 | 99 | 83
44 | O=C(Oc1c(Cl)cc(Cl)cc1[N+](=O)[O-])Oc1c(Cl)cc(Cl)cc1[N+](=O)[O-] | 107 | 101 | 117 | 92
45 | COc1ccc(/C=C(\CC(=O)c2ccc(Cl)c(Cl)c2)C(=O)NCc2ccccc2)cc1 | 87 | 97 | 78 | 65
46 | N#CC(C#N)=Cc1cc2ccccc2nc1Sc1ccc(Br)cc1 | 75 | 102 | 101 | 54
47 | COC(=O)c1ccc2cn[nH]c2c1 | 94 | 101 | 108 | 69
48 | CCc1cccc(C)c1NC(=O)c1sc2nc3c(cc2c1N)CCCC3 | 87 | 103 | 76 | 96
49 | CNC(=O)c1ccc(Cl)c(S(=O)(=O)NC)c1 | 104 | 105 | 118 | 93
50 | CC(O)c1ccc(Sc2ccccc2)cc1 (stereo not given) | 87 | 87 | 149 | 91

no. | SK-OV-3 | TK-10 | IGROV1 | 786-0
41 | 114 | 109 | 95 | 93
42 | 108 | 105 | 114 | 107
43 | 97 | 113 | 94 | 96
44 | 106 | / | 109 | 107
45 | 103 | 98 | 93 | 98
46 | 93 | 140 | 72 | 103
47 | 97 | 99 | 98 | 96
48 | 89 | 81 | 100 | 89
49 | 113 | 96 | / | 110
50 | 110 | 84 | 83 | 102

Next results follow:
no. | compound | SN12C | OVCAR-5 | OVCAR-4 | UO-31
51 | Cn1c(-c2ccccc2)cs/c1=N\S(=O)(=O)c1ccc(NNc2c3ccccc3cc3ccccc23)cc1 | 97 | 124 | 90 | 64
52 | CC(=O)OC[C@H]1O[C@@H](n2c(=O)cc(N)[nH]c2=O)C(OC(C)=O)[C@@H]1OC(C)=O (stereo not given in full) | 103 | 100 | 110 | 79
53 | CC(=O)N/C(=C/c1ccccc1)C(=O)N1CCCC1C(=O)O (stereo not given) | 100 | 98 | 98 | 100
54 | O=S(=O)(O)c1ccc(N=Nc2ccc(O)cc2O)cc1 | 95 | 109 | 111 | 89
55 | O=S(=O)(OCCN(CCOS(=O)(=O)c1ccccc1)S(=O)(=O)c1ccccc1)c1ccccc1 | 96 | 96 | 83 | 59
56 | COc1ccc(/C(C)=N/N=C2C(=O)Nc3cc(Br)ccc32)cc1S(N)(=O)=O | / | 116 | 105 | 92
57 | Cc1ccc(S(=O)(=O)N/N=C2/CCc3ccccc32)cc1 | 89 | 109 | 104 | 61
58 | CN(C)CC(=O)Nc1cc(Cl)ccc1Oc1ccc(Cl)cc1 | 92 | 99 | 89 | 44
59 | Fc1cc2c(cc1Cl)N(c1ncnc3ccc(-c4cnc5[nH]ncc5c4)cc13)CC2 | 48 | 38 | 66 | 22
60 | COc1ccc(S(=O)(=O)Oc2ccc(-c3sc4cc(OS(=O)(=O)c5ccc(OC)cc5)ccc4c3C(=O)c3ccc(OCCN4CCCCC4)cc3)cc2)cc1 | 100 | 96 | 98 | 81

no. | SK-OV-3 | TK-10 | IGROV1 | 786-0
51 | 79 | / | 80 | 88
52 | 106 | 98 | 103 | 102
53 | 82 | 89 | 113 | 100
54 | 115 | 102 | 105 | 58
55 | 92 | 103 | 83 | 91
56 | 104 | 109 | 108 | 102
57 | 111 | 124 | 107 | 96
58 | 99 | 101 | 95 | 102
59 | 51 | 55 | 13 | 65
60 | 96 | 95 | 99 | 93

Following part:
no. | compound | SN12C | OVCAR-5 | OVCAR-4 | UO-31
61 | CC1(C)CCC(C)(C)C2CC3CC4C(CC3CC21)C(C)(C)CCC4(C)C (stereo not given) | 104 | 99 | 100 | 84
62 | c1ccc(C(c2ccccc2)c2ccc(C(c3ccccc3)(c3ccccc3)c3ccccc3)cc2)cc1 | 94 | 104 | 99 | 86
63 | CCCOC(=O)NC(C)(C)C | 107 | 109 | 108 | 103
64 | COc1cc2nc(Cl)nc(Nc3cccc(C4=NN(C(C)=O)C(c5ccccc5)C4)c3)c2cc1OC (stereo not given) | 90 | 99 | 97 | 68
65 | COc1cc(C(=O)c2cc(C(C)=O)c3c4ccccc4ccn23)cc(OC)c1OC | 74 | 70 | 69 | 43
66 | Nc1cc2ccccc2c(=O)n1NC(=O)c1cccc(Br)c1 | 93 | 102 | 102 | 77
67 | CSC(=N\N=C\c1ccc(Cl)cc1)/N=C/N(C)C | 97 | 100 | 97 | 90
68 | CC(C)(C)CC(C)(C)Nc1c(-c2cccc(C#N)c2)nc2cnccn12 | 97 | 99 | 84 | 71
69 | O=[N+]([O-])c1ccc2[nH]c(=S)[nH]c2c1 | 99 | 105 | 95 | 69
70 | O=CNc1cc2c(cc1Br)-c1ccccc1C2O (stereo not given) | 108 | 94 | 100 | 66
71 | O=C1c2ccccc2C(=O)c2cc(Cn3c[n+](Cc4ccc5c(c4)C(=O)c4ccccc4C5=O)c4ccccc43)ccc21 | 102 | 101 | 94 | 84

no. | SK-OV-3 | TK-10 | IGROV1 | 786-0
61 | 112 | 108 | 111 | 99
62 | 90 | 96 | 95 | 102
63 | 96 | 95 | 111 | 97
64 | 101 | 114 | 91 | 84
65 | 56 | 70 | 53 | 70
66 | 90 | 127 | 105 | 94
67 | 125 | 111 | 99 | 96
68 | 95 | 96 | 92 | 87
69 | 99 | 97 | 88 | 104
70 | 90 | 128 | 88 | 110
71 | 103 | 130 | 92 | 99
